ARNT-TACC3 inh – disruptors of ARNT/TACC3 protein interaction, primary screen, biochemical, AlphaScreen, single concentration. 0.66% of 390,000 active. AlphaScreen His-ARNT PAS-B/GST-TACC3 binding, luminescence; TACC3 fragment carries E629A point mutation. Transforming acidic coiled-coil-containing protein 3 (Homo sapiens), Q9Y6A5. inhibition, % at 9.99 µM. AID 623870, 2012;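 active = mean inhibition of replicates at least 50% and at least half of replicates each reaching 50%; inconclusive = half or more replicates reach 50% but mean below 50%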;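 note: 0% = complete ARNT plus TACC3 wells and 100% = ARNT alone without TACC3; many hits fall short of the cut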
CASP6 VEID inh – human caspase-6 inhibitors, primary screen, biochemical, VEID-R110 fluorescence, single point, set 2. P55212. AID 686996, 2013. 0.53% of 350,000 active. purified caspase-6, Z-VEID-R110 cleavage fluorescence. inhibition, % at 12.5 µM;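 active = mean inhibition across replicates at least about 35%, with every replicate also reaching that limit, limit read from the data; inconclusive = only one of the two criteria met; inactive = neither criterion met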;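 note: 0% = median of neutral control wells and 100% = no fluorescence left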
Target sequence (P55212 24-179 limits assumed): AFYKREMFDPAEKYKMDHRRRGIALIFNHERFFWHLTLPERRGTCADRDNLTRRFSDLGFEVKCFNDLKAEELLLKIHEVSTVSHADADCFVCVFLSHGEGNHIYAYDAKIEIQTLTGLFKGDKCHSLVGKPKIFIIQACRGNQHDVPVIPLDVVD
Target sequence (P55212 194-293 limits assumed): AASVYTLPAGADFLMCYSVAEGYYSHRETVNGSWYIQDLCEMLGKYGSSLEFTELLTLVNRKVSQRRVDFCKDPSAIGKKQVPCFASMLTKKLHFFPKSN
RAD54 branch – inhibitors of human RAD54 branch migration, primary screen, biochemical, fluorescence, single point. inhibition, % at 10.4 µM. DNA repair and recombination protein RAD54-like (Homo sapiens), Q92698. 0.14% of 360,000 active. RAD54 Holliday junction branch migration, FAM/BHQ fluorescence;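 active = mean normalized replicate activity at least 40 and at least half of replicates scoring 40 or more; inconclusive = only one of the two criteria met; inactive = mean below 40 and under half of replicates reaching 40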;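 note: 0% = median of neutral control wells and 100% = median of positive control wells; inhibitors cause a drop in the FAM fluorescence signal; in these data hits start at about 50%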
RAD52 anneal inh – RAD52 DNA annealing inhibitors, primary screen, biochemical, FRET, single point, set 2. recombinant RAD52 DNA annealing, FRET fluorescence. DNA repair protein RAD52 homolog (Homo sapiens), P43351. 0.46% of 360,000 active. inhibition, % at 18.7 µM;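 active = every replicate showing at least 50% inhibition; inconclusive = mean inhibition at least 50% but not in every replicate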
E-selectin induc – E-selectin induction in HUVECs, primary screen, imaging, HUVEC, immunofluorescence imaging, single point; P16581; normalized: neutral wells 0, TNF-alpha wells 100; activation, % at 7.58 µM; 0.37% of 260,000 active; AID 686992, 2013;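 active = mean E-selectin-positive cell signal at least 10% of the positive control, reached in at least 60% of replicates, without over 20% cell loss; inconclusive = no rule given, readout overlaps actives, possibly toxicity-flagged; inactive = the rest, including those meeting only one limit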;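 note: in these data hits start at about 27%; measured in HUVEC primary endothelial cells; signal is the percent of cells scored E-selectin positive by PE staining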
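Test system: HUVEC; input: 3,000 HUVEC/well; measured by: immunofluorescence imaging; read-out: % PE-positive cells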
PglD inh – C. jejuni PglD acetyltransferase inhibitors, primary screen, biochemical, DTNB colorimetric, single point; 0.098% of 360,000 active; inhibition, % at 12.5 µM; AID 602405, 2012; purified PglD enzyme, DTNB colorimetric CoA detection; in the data active = inhibition above about 16%, passing the limit was not always enough; inconclusive = no clear call, values can overlap the other calls; note: strong numbers were not always called active
ERp5 block – inhibitors of ERp5-driven insulin aggregation, primary screen, biochemical, turbidity, absorbance 650 nm, single point | Protein disulfide-isomerase A6 (Homo sapiens), Q15084 | 90 min | inhibition, % at 9.99 µM | 0.05% of 350,000 active | AID 651711, 2012;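 active = mean replicate inhibition above about 25%, with every replicate also reaching it, limit read from the data, passing the limit was not always enough; inconclusive = only one of those two criteria met; inactive = neither criterion met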
Target sequence (Q15084 whole entry, looked up): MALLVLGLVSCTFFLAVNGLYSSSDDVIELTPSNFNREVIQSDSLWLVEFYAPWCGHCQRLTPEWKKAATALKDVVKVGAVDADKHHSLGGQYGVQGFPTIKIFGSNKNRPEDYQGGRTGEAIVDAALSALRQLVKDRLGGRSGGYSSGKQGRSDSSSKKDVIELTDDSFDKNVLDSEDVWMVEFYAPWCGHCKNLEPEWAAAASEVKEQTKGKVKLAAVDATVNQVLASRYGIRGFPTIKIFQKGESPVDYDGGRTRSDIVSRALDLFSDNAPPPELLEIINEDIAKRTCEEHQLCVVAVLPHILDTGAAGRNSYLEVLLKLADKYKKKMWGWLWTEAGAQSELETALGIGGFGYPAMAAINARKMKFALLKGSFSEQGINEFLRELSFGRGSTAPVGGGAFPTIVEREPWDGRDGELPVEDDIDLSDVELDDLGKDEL
esBAF inh – Bmi1 luciferase reporter increase in mESCs, primary screen, esBAF inhibitor project, mouse ES cells, Bmi1 luciferase knock-in, single point | 24 h; 100% = twice the neutral-well signal | reporter increase, % at 12.5 µM | 2% of 350,000 active; in the data active = activation above about 40%; inconclusive = no clear call, values can overlap the other calls;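 note: 0% = median of the plate's neutral control wells and 100% = double that signal; a rise in the Bmi1 reporter signal indicates esBAF inhibition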
The depositor's hits bear a star; u = inconclusive; x = not tested or not shown; & = joins results of further samples.

SMILES	ARNT-TACC3 inh	CASP6 VEID inh	RAD54 branch	RAD52 anneal inh	E-selectin induc	PglD inh	ERp5 block	esBAF inh
COc1ccccc1NC(=O)CN1CCN(c2ccccc2F)CC1	13	x	-7	x	x	-1	x	3
Cc1ccccc1-c1nc(CS(=O)(=O)CC(=O)N2CCc3ccccc32)c(C)o1	-2	0	2	0	-1.0	-4	8	3
C[C@@H]1CN([C@H](C)CO)S(=O)(=O)c2ccc(/C=C/c3ccccc3)cc2O[C@@H]1CN(C)C(=O)CN1CCOCC1	4	x	1	-3	0.1	2	4	1
O=C(C1CCCC1)N1CCCCN2[C@H](CO)[C@H](c3ccc(C#CC4(O)CCCC4)cc3)[C@H]2C1	0	1	6	14	x	-2	-1	x
CC1(C(=O)NS(=O)(=O)c2ccc(Cl)s2)CCN1C(=O)c1ccccc1CCc1ccccc1 (centres undefined)	x	2	0	-14	0.8	-5	-5	1
CCOc1ccccc1C(=O)Nc1nnc(SCC(=O)N2CCOCC2)s1	-2	1	-2	5	0.2	3	0	5
Cc1nc(SCC(=O)NCC2CCCO2)c2cc(-c3ccccc3)sc2n1 (centres undefined)	-20	0	-1	-97	-0.4	0	4	34
CN(C)c1ccc(C(=S)N2CCN(C(=S)Nc3ccccc3)CC2)cc1	-29	-1	x	-7	x	x	4	x
COc1cccc(C2/C(=C(/O)c3ccc4c(c3)OCO4)C(=O)C(=O)N2CCN2CCOCC2)c1 (centres undefined)	-3	0	6	-14	-0.3	x	-2	x
COCCCNC(=O)CN1CCN(Cc2ccccc2Cl)C1=O	-4	-1	5	-23	14	1	-2	-7
C[C@@H]1CN([C@H](C)CO)S(=O)(=O)c2ccc(Br)cc2O[C@@H]1CN(C)C(=O)Nc1ccc(C(F)(F)F)cc1	x	-2	-7	-9	0.0&-0.1	3	4	6&-2
O=C(Nc1cccc(F)c1)N1CC(=O)N2[C@H](CO)[C@H](c3ccc(C#Cc4cccnc4)cc3)[C@@H]2C1	x	0	x	0	1.1	x	2	x
Cc1ccnc(NC(=S)NC(=O)/C=C/c2ccccc2)c1	-11	-4	-6	-1	x	-1	-2	4
Cc1ccccc1/C=N\NC(=O)c1ccccc1-n1cccc1	3	-1	3	-4	2.9	3	4	x
CC(C)(C)c1ccc(C(=O)N2CCC3(CC2)NCCc2[nH]cnc23)cc1	-12	-1	-4	-8	x	7	0	-4
C[C@@H]1CN([C@H](C)CO)C(=O)c2cc(C#CC3CCCCC3)cnc2O[C@H]1CN(C)C(=O)C1CCCCC1	9	-2	-7	2	-4.3	0	5	4
O=C(CN1CCN(c2ccc(O)cc2)CC1)NC(c1ccccc1)c1ccccc1	8	3	-6	1	x	1	-1	x
O=C(COC(=O)C1CCN(c2ccc(C(F)(F)F)cn2)CC1)c1ccccc1Cl	-12	2	8	-13	-0.3	0	-3	-5
O=c1[nH]c2ccccc2nc1NCc1ccccc1	-3	1	-2	-7	x	5	-2	19
COc1cc(C(c2c(C)[nH][nH]c2=O)c2c(C)[nH][nH]c2=O)ccc1OS(=O)(=O)c1ccccc1	13	x	-2	x	x	-2	x	-5
COCCN(CCOC)S(=O)(=O)c1ccc(C(=O)Nc2nnc(C3CC3)o2)cc1	47*	x	-7	x	x	11	x	-2
OCCCNCc1ccc(Cl)cc1Cl	-2	-2	x	-8	x	x	-1	x
Cc1ccn2c(c1)nc(=S)n2C(=O)c1ccccc1	0	2	x	-15	-0.3	x	-3	x
CCc1nc(SCC(=O)Nc2ccc(N(CC)CC)cc2)n[nH]1	8	-2	-8	-8	0.0	2	-9	0
CC(C)N1C(=O)C(=O)N(CC(=O)N2c3ccccc3NC(=O)CC2C)C1=O (centres undefined)	-4	3	-2	-18	-0.3	-2	1	-7
C[C@H]1CN([C@@H](C)CO)C(=O)Cc2cc(NS(=O)(=O)c3cccs3)ccc2O[C@@H]1CN(C)S(=O)(=O)c1ccc(F)cc1	-3	1	-5	0	0.1	6	13	-7
C[C@@H]1CN([C@@H](C)CO)C(=O)c2cc(NS(=O)(=O)c3ccc(F)cc3)ccc2O[C@@H]1CN(C)S(=O)(=O)c1ccccc1	14	x	4	x	0.2	2	x	-4
COc1ccc(N2CCN(CC(=O)Nc3sccc3C#N)CC2)cc1	-13	x	1	x	1.0	-4	x	x
Cc1c(/C=N/NC(=O)CNc2ccccc2)c2ccccn2c1C(=O)c1ccncc1	3	1	x	-13	x	x	4	x
COc1cccc(/C=C/C(=O)OCC(=O)c2cc(C)n(CC3CCCO3)c2C)c1OC (centres undefined)	2	5	x	-19	x	x	2	x
C[C@@H]1CN([C@@H](C)CO)C(=O)c2c(c3ccccc3n2C)-c2ccccc2CO[C@H]1CN(C)C(=O)[C@H]1CCCN1C	0	2	7	-2	-0.4	0	-1	-3
CCOc1ccc(NC2C=CS(=O)(=O)C2)cc1 (centres undefined)	4	x	-10	x	x	3	x	6
CCN(CC(=O)NCc1cccs1)C(=O)/C=C/c1cccc(Br)c1	1	4	4	-4	0.2	-2	-3	x
O=C(CCNC(=O)c1ccc([N+](=O)[O-])cc1)Nc1ccc(S(=O)(=O)N2CCOCC2)cc1	-6	1	x	-10	0.2	x	-2	x
CCOc1ccc(-c2noc(CCC(=O)NCC3CCCO3)n2)cc1OC (centres undefined)	2	-1	-2	-14	0.9	-2	-3	7
COc1ccc(C=NCCC2(O)CC(C)N(C)CC2C)cc1 (centres undefined)	-1	x	-5	x	x	-5	x	-4
O=C(Oc1ccc(C(=S)N2CCOCC2)cc1)c1ccc([N+](=O)[O-])cc1	1	-2	-1	-6	0.2	-6	-2	-3
CC(CCc1ccccc1)NC(=O)C1CCCN(c2nnc(-n3cccc3)s2)C1 (centres undefined)	-2	-1	4	-12	0.0	-2	5	3
CN1C=Nc2c(ncn2C2CCC(CO)O2)C1O (centres undefined)	x	-1	x	-7	0.0	x	1	x
CC(C)C#Cc1cnc2c(c1)C(=O)N([C@@H](C)CO)C[C@@H](C)[C@H](CN(C)Cc1ccccn1)O2	x	2	x	-5	0.0	x	-1	x
COc1ccc(S(=O)(=O)Nc2ccc3c(c2)C(=O)N([C@@H](C)CO)C[C@H](C)[C@H](CN(C)CC2CCCCC2)O3)cc1	-4	0	-2	5	0.4	7	1	0
CC(CCc1ccccc1)NC(=O)COC(=O)c1ccc(S(C)(=O)=O)c([N+](=O)[O-])c1 (centres undefined)	-1	-3	x	-1	-0.3	x	4	x
C[C@H](CO)N1C[C@H](C)[C@@H](CN(C)C(=O)CCC(F)(F)F)OCCCC[C@H](C)Oc2ccc(NS(=O)(=O)c3ccc(Cl)cc3)cc2C1=O	-1	3	1	9	1.0	14	-1	15
CCCNC(=O)Nc1ccc2c(c1)C(=O)N(C)C[C@H](OC)[C@H](C)CN(C(=O)C1CCC1)[C@@H](C)CO2	x	x	12	-3	-0.1	-3	2	-5
O=C(Nc1nnc([C@H]2C[C@H](O)[C@@H](CO)O2)s1)C(c1ccccc1)c1ccccc1	x	4	-6	-16	0.2	-4	2	-4
N#C[C@@H]1[C@H](c2ccc(-c3cccc(F)c3)cc2)[C@H](CO)N1C(=O)NC1CCCC1	-17	1	-1	-62	0.9	0	-4	6
Cc1ccccc1OCC(=O)Nc1ccncc1	3	-2	1	-13	x	-4	-10	1
CN(CCc1ccccc1)C(=O)c1cccc(NC(=O)Cc2cccc(NC(=O)C3CCN(C(=O)c4ccccc4)CC3)c2)c1	-3	0	-3	-4	-0.1	x	3	2
Oc1ccccc1N1CCN(C(=S)Nc2ccc(SC(F)F)cc2)CC1	-4	0	x	-8	x	x	-1	x
Cc1cc(Cl)ccc1NC(=S)NCCCO	-4	-1	x	-70	0.4	x	-10	x
O=C(NC1CCCCC1)Oc1ccccc1	-21	-7	x	6	-1.2	x	-2	x
Cn1ccc2c(-c3ccc(F)cc3)cc3c(c21)C1CCC3C1 (centres undefined)	x	-1	-6	-16	0.5	2	-8	9
N/C(=N\OC(=O)c1ccccc1)C(Cc1ccccc1)C(=O)NOC(=O)c1ccccc1 (centres undefined)	2	0	-2	-1	-0.3	4	-1	-5
Cc1nc(Cl)sc1C(=O)Nc1ccc(F)cc1	-3	0	-5	-12	x	-3	-4	17
CCN(CC(=O)Nc1sc2c(c1C#N)CCC(C)C2)Cc1nc2ccccc2c(=O)[nH]1 (centres undefined)	3	2	x	-17	x	x	3	x
CN1C(=O)c2cc(NC(=O)Cc3cccs3)ccc2OC[C@H]2O[C@H](CC(=O)NCC3CC3)CC[C@H]21	-30	3	-15	1	-0.1	6	-11	0
C/C=C/c1ccccc1[C@H]1[C@@H](CO)N(C(=O)NC2CCCC2)[C@H]1C#N	x	3	x	7	0.0	x	-2	x
Cc1cccc(C(=O)NC(=S)N2CCN(C)CC2)c1	-25	x	2	x	x	-1	x	-1
Cc1nn(CC(=O)O)c2ccccc12	-2	x	2	x	x	-2	x	-5
CCCOc1ccc(F)cc1-c1cc(C(=O)NCc2ccco2)[nH]n1	x	0	-9	-10	0.1	6	1	-6

Continued, starting with the last 2 of the part before.
SMILES	ARNT-TACC3 inh	CASP6 VEID inh	RAD54 branch	RAD52 anneal inh	E-selectin induc	PglD inh	ERp5 block	esBAF inh
Cc1nn(CC(=O)O)c2ccccc12	-2	x	2	x	x	-2	x	-5
CCCOc1ccc(F)cc1-c1cc(C(=O)NCc2ccco2)[nH]n1	x	0	-9	-10	0.1	6	1	-6
O=[N+]([O-])c1ccc(C2=NCCO2)cc1	-10	0	-11	-10	-0.1	4	2	21
CCOCC(=O)Nc1nc(C)cc(C)n1	x	4	x	-14	0.2	x	0	x
COc1ccc2c3c([nH]c2c1)[C@@H](CO)N(Cc1ccccc1F)CC31CCN(C(=O)C2CCOCC2)CC1	x	1	x	-77	-0.3	x	1	x
Cn1c(SCc2ccc(Br)cc2)nc2c(c1=O)SCC2	5	-2	-7	-5	-1.6	-12	-3	-18
Cc1ccc(-c2nc(CN(C)Cc3ccc4nccnc4c3)c(C)o2)s1	6	3	x	-13	3.2	x	1	x
N#Cc1ccccc1NC(=O)COC(=O)CSc1nc2ccccc2o1	2	x	-4	x	x	-5	x	5
O=C(CNC(=O)c1ccccc1F)Nc1ccc2c(c1)CCC2	-2	-2	6	-7	x	2	9	u
C=CCn1c(=O)[nH]c2nc3cc(N=CN(C)C)c(C)cc3nc2c1=O	6	2	-29	-77	x	-1	-1	x
COc1cccc(N(C(=O)c2snc(C(N)=O)c2N)C(C(=O)NCC2CCCO2)c2ccc3ncccc3c2)c1 (centres undefined)	0	5	9	-29	x	12	-4	4
CC1(c2ccccc2)NC(=O)N(CC(=O)Nc2cc(C(F)(F)F)ccc2N2CCCCC2)C1=O (centres undefined)	-3	5	-6	-8	0.1	0	6	1

Compound profiles, as listed above:
N#C[C@@H]1[C@H](c2ccc(-c3cccc(F)c3)cc2)[C@H](CO)N1C(=O)NC1CCCC1 across the screens: ARNT-TACC3 inh: -17; CASP6 VEID inh: 1; RAD54 branch: -1; RAD52 anneal inh: -62; E-selectin induc: 0.9; PglD inh: 0; ERp5 block: -4; esBAF inh: 6
O=c1[nH]c2ccccc2nc1NCc1ccccc1 across the screens: ARNT-TACC3 inh: -3; CASP6 VEID inh: 1; RAD54 branch: -2; RAD52 anneal inh: -7; E-selectin induc: x; PglD inh: 5; ERp5 block: -2; esBAF inh: 19
